# Caspase-7 inhib: caspase-7 (human) inhibition, allosteric or competitive | recombinant caspase-7, Ac-DEVD-AFC fluorescence rate | Potency, µM (top dose mostly 57.5 µM), for inactives: at the top dose activity change, negative = inhibition, hits mostly inhibitors | 75,000 compounds, 0.02% hits | AID 889; active means well fitted inhibition curve with a large enough effect in the main read-out, with a control signal flat, not every such curve was filed as active; inconclusive means small, poorly fitted or top-dose-only effect, or a change in a side signal; further: potency means the concentration at half of the fitted maximal effect; % of control where 0% means no effect
# Target sequence (P55210 24-198 limits assumed): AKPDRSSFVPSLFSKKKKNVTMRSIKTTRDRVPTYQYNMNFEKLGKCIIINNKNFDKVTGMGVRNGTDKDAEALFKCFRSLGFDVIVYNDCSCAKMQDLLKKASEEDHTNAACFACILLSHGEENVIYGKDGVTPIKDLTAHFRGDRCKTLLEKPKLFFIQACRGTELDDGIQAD
# Target sequence (P55210 207-303 limits assumed): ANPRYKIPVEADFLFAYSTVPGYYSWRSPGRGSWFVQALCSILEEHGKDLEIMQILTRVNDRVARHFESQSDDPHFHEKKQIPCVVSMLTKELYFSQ
# HEK293 cAMP ctrl: counter-screen for TSHR agonists: cAMP increase in parental HEK293; parental HEK293 CNG cAMP sensor, membrane potential fluorescence; 73,000 compounds, 2.5% hits; AID 938; Potency, µM (highest dose often 57.1 µM), without a hit: at the top dose activation, usual class: activators; further: potency means the concentration at half of the fitted maximal effect; % of control where 0% means no effect; nearly all actives have a fitted effect of over 55% in size
#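 Counterscreen for endogenous-receptor signalling: CNG-channel HEK 293 cells report cAMP rise by membrane depolarization. After 60 min dye equilibration with 100 uM RO 20-1724, compounds incubated 30 min before bottom-read fluorescence at 590 nm.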
# Tau fil binding: tau filament binding. Potency, µM (titrated, usually from 57.1 µM), without a hit: top-dose activity change, negative = inhibition. P10636. recombinant tau filaments, thioflavin S fluorescence, 15 h; filaments grown with octadecylsulfate alongside compound. AID 596. 71,000 compounds, 2% hits;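 further: potency means the concentration at half of the fitted maximal effect; on the % scale 0 is the no-effect control and ±100 the full control effect; actives lower thioflavin S fluorescence by blocking filaments or displacing dye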
# Target sequence (P10636 whole entry, looked up): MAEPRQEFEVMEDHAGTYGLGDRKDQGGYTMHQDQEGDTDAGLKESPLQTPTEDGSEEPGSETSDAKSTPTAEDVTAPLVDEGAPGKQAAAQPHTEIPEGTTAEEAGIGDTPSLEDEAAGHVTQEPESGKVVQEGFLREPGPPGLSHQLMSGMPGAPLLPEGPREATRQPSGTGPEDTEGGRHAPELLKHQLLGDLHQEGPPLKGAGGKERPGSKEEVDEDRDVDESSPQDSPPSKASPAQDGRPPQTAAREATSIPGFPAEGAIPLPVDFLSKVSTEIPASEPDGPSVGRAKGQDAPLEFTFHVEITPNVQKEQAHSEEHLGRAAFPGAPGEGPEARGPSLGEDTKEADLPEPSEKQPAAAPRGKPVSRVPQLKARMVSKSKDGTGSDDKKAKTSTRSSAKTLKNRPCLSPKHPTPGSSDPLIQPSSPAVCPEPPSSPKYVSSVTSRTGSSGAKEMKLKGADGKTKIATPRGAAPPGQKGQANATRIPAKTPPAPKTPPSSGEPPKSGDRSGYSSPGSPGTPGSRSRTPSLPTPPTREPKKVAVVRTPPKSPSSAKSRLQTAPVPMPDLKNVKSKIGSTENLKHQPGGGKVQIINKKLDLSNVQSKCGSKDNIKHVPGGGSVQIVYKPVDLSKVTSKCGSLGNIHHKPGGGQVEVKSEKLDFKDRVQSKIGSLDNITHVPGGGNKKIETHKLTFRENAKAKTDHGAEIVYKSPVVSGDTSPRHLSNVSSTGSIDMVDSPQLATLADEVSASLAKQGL
#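 Assay mix: 1 uM His-tagged tau, 30 uM sodium octadecylsulfate, thioflavine S dye in HEPES/NaCl/DTT buffer. Compound is added prior to the inducer. Fluorescence after 15 h at 37 C.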
# Luciferase inh: firefly luciferase inhibition | purified firefly luciferase, luminescence, 8 min | P08659 | 72,000 compounds, 2.2% hits | Potency, µM (series often up to 57.1 µM), inactives show at the top dose activity change, negative = inhibition, most hits filed as inhibitors; further: potency means the concentration at half of the fitted maximal effect; on the % scale 0 is the no-effect control and ±100 the full control effect; nearly all actives have a fitted effect of over 40% in size
#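 Firefly luciferase (PKLight detection mix) with 10 uM ATP in pH 7.2 imidazole buffer (KCl, MgCl2, Tween 20, BSA). Compounds tested across a concentration series (qHTS). Luminescence read after 8 min at ambient temperature.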
# Fluorescein autfl: fluorescein region autofluorescence. AID 593. Compound autofluorescence, 480/540 nm, fluorescein-equivalent; active compounds read high. 59,000 compounds, 0.91% hits. max fluorescein-equivalent concentration, M; in the data active means max fluorescein-equivalent concentration above about 10 nM; inconclusive means between about 1.1 nM and that limit
#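 Each compound is tested across a concentration series in 100 mM Tris buffer at pH 8.0. After 15 min at room temperature, plates are imaged with 480 nm excitation and 540 nm emission filters, and intensities are converted to fluorescein-equivalent values.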
# HADH2 inhib: inhibitors of human HADH2 dehydrogenase | 73,000 compounds, 3.4% hits | recombinant HADH2, NADH fluorescence, beta-hydroxybutyryl-CoA | Potency, µM (doses to about 57.1 µM), inactives show at the highest dose activity change, negative = inhibition, hits mostly inhibitors; further: potency means the concentration at half of the fitted maximal effect; on the % scale 0 is the no-effect control and ±100 the full control effect; nearly all actives have a fitted effect of over 60% in size; many of its hits are not listed in these tables
#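 E. coli-expressed His-tagged HADH2 tested at 20 nM in alkaline Tris buffer (pH 9.0); oxidation of 90 uM beta-hydroxybutyryl-CoA with 1 mM NAD+ tracked fluorimetrically for 4 min.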
# Texas Red fluor: compound fluoresces in the Texas Red spectral region; Compound fluorescence, Texas Red channel, 547/618 nm; active compounds read high; max dye-equivalent concentration, M; 59,000 compounds, 0.06% hits; in the data active means max dye-equivalent concentration above about 10 nM; inconclusive means between about 1.1 nM and that limit
#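 Pin-transferred compounds and Texas Red standards go into 100 mM Tris buffer, pH 8.0. After 15 min at room temperature, plates are imaged with 547/618 nm filters. Each value is a dye-equivalent concentration derived from the per-plate dye curve.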
# ERK AVP inh: blocks ERK signaling stimulated by vasopressin | HEK293-V1b, vasopressin-stimulated pERK AlphaScreen | Potency, µM (highest dose often 57.5 µM), without a hit: at the highest dose activity, negative = inhibition, most hits filed as inhibitors | 72,000 compounds, 0.99% hits | AID 995; further: potency means the concentration at half of the fitted maximal effect; on the % scale 0 is the no-effect control and ±100 the full control effect; nearly all actives have a fitted effect of over 55% in size
#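 V1b-HEK293 cells; cpd 30 min 37C; 25 nM vasopressin 5 min; lyse 10 min; AlphaScreen beads 5 hr RT. Normalized to DMSO basal and 25 nM vasopressin; AC50 by Hill fit.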
# Rhodamine autofl: compound fluoresces in the rhodamine spectral region; Rhodamine-region fluorescence, 547/598 nm, Tris buffer; active compounds read high; max dye-equivalent concentration, M; 59,000 compounds, 0.05% hits; in the data active means max dye-equivalent concentration above about 11 nM; inconclusive means between about 1.1 nM and that limit
#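 qHTS spectral profiling of compounds without any target or enzyme present, in pH 8.0 Tris buffer; plates were read after a 15-minute room-temperature incubation using the rhodamine-region filter set.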
# Caspase-1 inhib: allosteric or competitive inhibitors of human caspase-1 | P29466 | Caspase-1 enzyme, Ac-WEHD-AFC fluorogenic rate | Potency, µM (doses to about 57.5 µM), inactives show at the top dose activity change, negative = inhibition, usual class: inhibitors | 75,000 compounds, 0.03% hits;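 further: potency means the concentration at half of the fitted maximal effect; plate controls were vehicle for no effect and no substrate for full effect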
# USP2a inh: blocks human ubiquitin-specific protease USP2a. O75604. USP2a enzymatic assay, qHTS inhibition. Potency, µM (titrated, usually from 38.3 µM), without a hit: at the top dose activity change, negative = inhibition, most hits filed as inhibitors. 60,000 compounds, 0.1% hits;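 further: potency means the concentration at half of the fitted maximal effect; nearly all actives have a fitted effect of over 60% in size; plate controls were DMSO for no effect and NEM full inhibition control for full effect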
#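 USP2 core (20nM final) preincubated 30 min RT with compound, then Ub-PLA2 20nM and NBD C6-HPC 20uM final added; buffer 20mM Tris-HCl pH 8.0, 2mM CaCl2. Fluorescence Ex 460/Em 535 read at 0 and 2.5 h; normalized to NEM.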
# * marks the source's active call; other numbers are inactive results; i = inactive; ? = inconclusive; / = not tested or not shown; & = joins results of further samples; [ ] = dose if it differs, or a comment. Unless noted, the call rests on the fitted dose curve; in most records, active means well fitted curve in the direction sought with a large enough effect; inconclusive means small, poorly fitted or top-dose-only effect, or another doubt; inactive means no such curve, though single readings can be large; an effect the other way counts as inactive or inconclusive. Some of the compounds tested; count on the stated rates, not on these rows.
SMILES,Caspase-7 inhib,HEK293 cAMP ctrl,Tau fil binding,Luciferase inh,Fluorescein autfl,HADH2 inhib,Texas Red fluor,ERK AVP inh,Rhodamine autofl,Caspase-1 inhib,USP2a inh
COc1ccccc1C(=O)Nc1ccc(S(=O)(=O)Nc2cc(C)on2)cc1,0%,0%,1%,3%,?,-4%,i,-3%,i,-1%,-5%
C=CCn1c(SCC(=O)Nc2ccccc2OC)nc(O)c(CC)c1=O,0%,10%[11.4 µM],3%[11.4 µM],-1%,/,-3%[11.4 µM],/,-11%,/,-3%,2%[7.66 µM]
COc1cc(-c2nc(-c3ccccn3)no2)cc(OC)c1OC,0%,-5%[11.4 µM],8%[11.4 µM],-25%,/,5%[11.4 µM],/,-30%,/,-1%,3%[7.66 µM]
COc1cc(NC(=O)c2cccs2)c(OC)cc1NC(=O)CCn1nnc2ccccc21,-1%,-7%,-12%,-1%,?,40%[activator],i,-3%,i,-1%,13%
Nc1cc(C(=O)OCC(=O)N2CCCC2)ccc1Cl,-2%,-1%,-1%,0%,?,-1%,i,-4%,i,-1%,-4%
CCC(C)(C)n1nnnc1C(c1cc2cccc(C)c2[nH]c1=O)N1CCCC1 (configuration not stated),-5%,-2%,-6%,0%,i,-4%,?,-9%,i,-9%,175%[activator]
CCCCCSc1nc2c(c(=O)[nH]c(=O)n2C)n1CCc1ccccc1,-1%,7%,139%,1%,/,1%,/,/,/,1%,/
COC(=O)COc1nc(C)c2c(c1C#N)CC(C)(C)OC2,-1%,6%,-3%,3%,?,4%,i,?,i,-2%,5%
COC(=O)c1c(NC(=O)CSc2nc3c(c(=O)n(C)c(=O)n3C)n2C(C)C)sc(C)c1C,1%,5%,-5%,1%,i,-5%,i,-13%,i,-1%,3%
COC(=O)c1ccc(N2CCN(C)CC2)c(NC(=O)c2cc3ccccc3o2)c1,0%,-40%[inhibitor],-10%,-2%,?,-7%,?,4%,i,3%,9%
CCOc1ccc(OCC)c(NC(=O)CC2Oc3ccccc3NC2=O)c1 (configuration not stated),0%,-6%,i,1%,/,16%,/,?,/,2%,/
O=C(NCc1ccccc1)C1CCCN(C(=O)Nc2ccccc2)C1 (configuration not stated),-1%,8%,-4%,-4%,i,-11%,i,-5%,i,-1%,18%
COC(=O)NC(c1cccc(F)c1)[C@]1(C(C)=O)CCCC1=O (some centres not stated),0%[11.5 µM],-4%[11.4 µM],/,/,/,-14%[11.4 µM],/,-2%[11.5 µM],/,-6%[11.5 µM],/
CCOC(=O)c1c(C)n(C)c2cc(OCCN(CC)CC)ccc12,0%,24%,21%,2%,i,18%,i,-21%,i,2%,0%
OC(COc1c(Br)cc(Br)cc1Br)CN1CCOCC1 (configuration not stated),-13%,?,26%,-1%,i,-2%,i,-20%,i,-3%,30%
COc1cccc(N2CCN(C3CCCC(C)C3)CC2)c1 (configuration not stated),0%,?,4%,0%,i,3%,i,-14%,i,0%,-2%
O=C(NCCC1=CCCCC1)C1CCN(C(=O)Nc2ccccc2)CC1,2%,19%,-11%,1%,i,6%,i,-14%,i,-3%,/
COCC(=O)N(Cc1cc2cc(OC)ccc2[nH]c1=O)c1ccccc1,-6%,0%,8%,1%,i,-9%,i,-12%,i,-1%,1%
Cc1ccc(Cl)cc1N1CCN(C(=O)c2ccc(CN3CCOCC3)cc2)CC1,-1%,18%,12%,0%,i,1%,?,-10%,i,2%,47%[activator]
COc1ccc(C(C)NC(=O)C2CCCO2)cc1OC (configuration not stated),1%,0%,1%,-1%,i,-16%,?,-18%,i,-6%,0%
COc1ccccc1NC(=O)N1CCCC1C(=O)NCc1ccccc1 (configuration not stated),-1%,9%,1%,0%,i,-9%,i,-16%,i,-1%,2%
COc1ccc(C)cc1S(=O)(=O)N(C)CC(=O)NCc1ccco1,-2%,2%,15%,-2%,i,0%,i,-10%,i,0%,12%
COc1ccc(Cn2nnnc2C(c2cc3cccc(C)c3[nH]c2=O)N2CCOCC2)cc1 (configuration not stated),1%,11%,-2%,-6%,i,-5%,i,-20%,i,-2%,/
O=C(Nc1ccc(S(=O)(=O)NC2CCCC2)cc1)c1cnccn1,1%,6%,31%,-1%,i,-4%,?,26%,i,0%,5%
CC1(C)CNC(=O)CC(C)(C)N1O,0%,-3%,12%,1%,/,1%,/,4%,/,-1%,-4%
COC(=O)[C@@H]1C[C@H]1[C@@H](NC(=O)c1ccc(Br)cc1)c1ccccc1,-4%,?,-21%,/,/,17%,/,-2%,/,0%,/
CCOc1ccc(Cl)cc1S(=O)(=O)N1CCN(c2ccc(F)cc2)CC1,-1%,18%,4%,3%,i,-10%,i,8%,i,-1%,-6%
O=C(CSc1nnc(-c2cccs2)n1-c1ccccc1)NCc1ccc2c(c1)OCO2,0%,29%,10%,2%,?,3%,i,?,i,-1%,6%
CC1CCCN(c2nc3c(c(=O)[nH]c(=O)n3C)n2CCCc2ccccc2)C1 (configuration not stated),-3%,9%,34%,-2%,/,-9%,/,/,/,-6%,/
Cc1noc(C)c1C(=O)Nc1ccccc1-c1ccccc1,-2%,5%,11%,2%,i,3%,i,-3%,i,-1%,-11%
Cc1ccc2c(c1)CCCN2C(=O)c1ccncc1,-1%,9%,1%,3%,i,2%,i,-10%,i,1%,-8%
CCN(CC)S(=O)(=O)c1ccc2nc(CSc3nnnn3-c3ccc(O)cc3)[nH]c2c1,1%,-3%,6%,0%,i,-4%,i,5%,i,-1%,32%[activator]
c1csc(CNc2ncnc3sccc23)c1,1%,?,-14%,2%,i,-5%,i,-20%,i,-1%,12%
Cc1cccc(NS(=O)(=O)c2ccc(C)c(C(=O)OCC(=O)Nc3cc(C)on3)c2)c1,-4%,4%,-8%,-1%,i,3%,?,-13%,i,-1%,30%
COc1ccc(-c2nnc(SCC(=O)Nc3cc(C)on3)n2N)cc1OC,0%,1%,-12%,1%,i,-9%,?,0%,i,1%,2%
Nc1nc2n(n1)C(c1ccccc1)CC(c1ccc(F)cc1)N2 (configuration not stated),-2%,5%,-9%,1%,/,8%,/,-27%,/,1%,/
CN(C)CCN1C(=O)C(=O)/C(=C(/O)c2ccc(F)cc2)C1c1ccccc1 (configuration not stated),0%,3%,-15%,1%,i,1%,i,34%,i,1%,-4%
CC(C)COP(=O)(c1ccc(N(C)C)cc1)C(O)c1ccccn1 (configuration not stated),-1%,7%,-2%,0%,i,-1%,i,-21%,i,-1%,2%
O=C(O)c1cc([N+](=O)[O-])ccc1NCCCc1ccccc1,-9%,?,?,-4%&3%,?,-3%&16%,i,26%,i,-5%,1%
CCOC(=O)c1cnc(SCC(=O)Nc2nc(C)c(C)s2)nc1N,-10%,?,-7%,0%,?,5%,i,-10%,i,-3%,16%
O=C(COc1ccccc1)Nc1ccc2c(c1)nc1n2CCOC1,0%,-6%,-4%,-15%,?,-6%,?,-9%,i,-1%,-1%
O=c1c2c3nc4ccccc4nc3n(-c3ccc4c(c3)OCCO4)c2ncn1CC1CCCO1 (configuration not stated),-7%,-4%,?,0%,i,2%,i,-10%,i,-8%,9%
O=C(O)c1ccc(C(=O)c2ccccc2C(=O)O)cc1C(=O)O,-1%[11.5 µM],-4%[11.4 µM],8%[11.4 µM],3%[11.4 µM],?,-7%[11.4 µM],i,14%[11.5 µM],i,-3%[11.5 µM],/
Cn1c(-c2ccccc2)cc(=O)c2ccccc21,-1%,17%,4%,-1%,/,-9%,/,13%,/,-1%,-3%
CCOC(=O)CCSCC(=O)Nc1nnc(C)s1,2%,-6%,-8%,1%,/,-4%,/,/,/,1%,/
Cc1ccc(S(=O)(=O)N2CCN(C(=O)CSC3CCCC3)CC2)c(C)c1,-3%,?,5%,0%,i,8%,i,-17%,i,-4%,6%
C/C(CCC(=O)OC[C@@H]1O[C@H](C#Cc2ccccc2)C=C[C@@H]1Oc1ccc(C)cc1)=N/OC[C@@H](O)COCc1ccco1,0%[11.5 µM],5%[11.4 µM],/,0%[11.4 µM],/,12%[11.4 µM],/,9%[11.5 µM],/,-6%[11.5 µM],/
Cc1ccc(-n2c(SCn3nnc4ccccc4c3=O)nnc2-c2cccnc2)c(C)c1,-3%,12%,16µM*,-2%,?,12%,i,20%,i,0%,33%[activator]
CC1(C)Cc2c(C#N)c(NC3CCCCC3)nc(-c3ccco3)c2CO1,-10%,?,-23%,-5%,/,?,/,/,/,?,/

# From PubChem
